# High-throughput results deposited in PubChem by National Center for Advancing Translational Sciences (NCATS).
# Pol III holo inh: DNA polymerase III holoenzyme inhibition; reconstituted DNA polymerase III holoenzyme replication, biochemical; Potency, µM (doses to about 57.1 µM), inactives show top-dose activity change, negative = inhibition; 0.25% of 71,000 active; note: potency is the fitted concentration of half-maximal effect; % is set by controls: 0 for no effect and ±100 for the full control effect
#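 Reconstituted *E. coli* holoenzyme (0.35 nM Pol III, 1 nM beta, 154 nM SSB, 2 nM primase) was preincubated with compound for 15 min at RT. Synthesis on 1.4 nM ssM13Gori ran 35 min, then was stopped with PicoGreen/EDTA and read as dsDNA fluorescence.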
# Ub-GFP proteasome: proteasome inhibitors stabilizing ubiquitin-GFP reporter. Ubiquitin-GFP reporter cells, proteasome inhibition, GFP fluorescence; response scale: untreated = 0%, 10 µM MG-132 = 100%. Potency, µM (titrated, usually from 45.9 µM), without a hit: at the top dose activation (GFP accumulation), usual class: activators. 67,000 tested, under 10 active; active = well fitted activation curve with a large enough effect, not every such curve was filed as active; inconclusive = small, poorly fitted or top-dose-only effect, or another doubt; inactive = no such curve, though single readings can be large or run the other way; note: potency is the fitted concentration of half-maximal effect
#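 Proteasome block read as GFP accumulation: ubiquitin(G76V)-GFP U2OS cells exposed to compound (2.9 nM–46 uM) for 4 hr at 37 C. Normalization used untreated cells as 0% and 10 uM MG-132 as 100%; concentration-response curves fitted.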
# Hsp90 Hop PPI: changes Hsp90-Hop TPR2A binding signal, up or down. AlphaScreen TPR2A-His6 binding biotin-Hsp90 C-terminal peptide. Potency, µM (top dose mostly 57 µM), for inactives: top-dose activity change, negative = inhibition. 0.44% of 71,000 active; active = well fitted curve in either direction with a large enough effect; inconclusive = small, poorly fitted or top-dose-only effect, or another doubt; note: potency is the fitted concentration of half-maximal effect; % is set by controls: 0 for no effect and ±100 for the full control effect; many of its hits are not listed in these tables
# Fluorescein autfl: fluorescein region autofluorescence. 0.91% of 59,000 active. max fluorescein-equivalent concentration, M. Compound autofluorescence, 480/540 nm, fluorescein-equivalent; stronger effect = higher value. AID 593; in the data active = max fluorescein-equivalent concentration above about 10 nM; inconclusive = between about 1.1 nM and that limit
#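 Library compounds, added at multiple concentrations to pH 8.0 Tris buffer (100 mM), incubate 15 min at room temperature before CCD imaging at 480 nm excitation and 540 nm emission.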
# Rhodamine autofl: compound fluoresces in the rhodamine spectral region. Rhodamine-region fluorescence, 547/598 nm, Tris buffer; stronger effect = higher value. max dye-equivalent concentration, M. 0.05% of 59,000 active; in the data active = max dye-equivalent concentration above about 11 nM; inconclusive = between about 1.1 nM and that limit
#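 Steps: pin-transfer compounds into pH 8.0 Tris (100 mM), hold 15 min at room temperature, image with a 547/598 nm filter pair, and convert intensities to rhodamine-equivalent concentration using a six-point on-plate rhodamine series.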
# Epigenetic mod: derepresses silenced GFP locus in mouse C127i cells | mouse C127i GFP locus derepression, cytometry, 30 h | Potency, µM (titrated, usually from 46.1 µM), inactives show at the highest dose GFP derepression (activation) | 0.09% of 68,000 active; note: % of control where 0% means no effect
#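 Derepression screen: silenced CMV-GFP reporter in murine C127i cells, 30 h compound incubation at 37 C, washed cells imaged by laser-scanning cytometer to enumerate GFP-expressing objects of 20 to 120 um.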
# HADH2 inh: inhibitors of human HADH2 dehydrogenase; AID 886; Potency, µM (doses to about 57.1 µM), for the others: at the highest dose activity change, negative = inhibition, actives largely listed as inhibitors; 3.4% of 73,000 active; recombinant HADH2, NADH fluorescence, beta-hydroxybutyryl-CoA; Q99714; note: potency is the fitted concentration of half-maximal effect; % is set by controls: 0 for no effect and ±100 for the full control effect; nearly all actives have a fitted effect of over 60% in size; many of its hits are not listed in these tables
# Target sequence (Q99714 whole entry, looked up, one chain of several): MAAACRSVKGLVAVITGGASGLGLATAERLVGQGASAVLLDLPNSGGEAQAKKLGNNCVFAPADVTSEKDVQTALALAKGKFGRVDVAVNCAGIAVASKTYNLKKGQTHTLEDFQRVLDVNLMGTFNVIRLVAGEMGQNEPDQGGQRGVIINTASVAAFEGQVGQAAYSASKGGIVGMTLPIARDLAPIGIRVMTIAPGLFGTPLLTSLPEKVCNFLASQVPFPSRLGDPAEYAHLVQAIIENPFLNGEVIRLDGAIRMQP
#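 Buffer 100 mM Tris-HCl pH 9.0/0.01% Tween-20; HADH2 20 nM; NAD+ 1 mM; beta-hydroxybutyryl-CoA 90 uM (all final). 15 min cpd preincubation, RT.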
# TexasRed autofl: compounds fluorescent in Texas Red spectral region | Compound fluorescence, Texas Red channel, 547/618 nm; stronger effect = higher value | max dye-equivalent concentration, M | 0.06% of 59,000 active | AID 587; in the data active = max dye-equivalent concentration above about 10 nM; inconclusive = between about 1.1 nM and that limit
#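 Pin-transferred compounds and Texas Red standards go into 100 mM Tris buffer, pH 8.0. After 15 min at room temperature, plates are imaged with 547/618 nm filters. Each value is a dye-equivalent concentration derived from the per-plate dye curve.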
# ALOX15 inhib: inhibitors of human 15-lipoxygenase (ALOX15). P16050. purified 15hLO-1, xylenol orange hydroperoxide absorbance. Potency, µM (highest dose often 57.1 µM), inactives show at the highest dose activity change, negative = inhibition, actives largely listed as inhibitors. 1.4% of 74,000 active; note: potency is the fitted concentration of half-maximal effect; % is set by controls: 0 for no effect and ±100 for the full control effect; nearly all actives have a fitted effect of over 55% in size
# Target sequence (P16050 whole entry, looked up): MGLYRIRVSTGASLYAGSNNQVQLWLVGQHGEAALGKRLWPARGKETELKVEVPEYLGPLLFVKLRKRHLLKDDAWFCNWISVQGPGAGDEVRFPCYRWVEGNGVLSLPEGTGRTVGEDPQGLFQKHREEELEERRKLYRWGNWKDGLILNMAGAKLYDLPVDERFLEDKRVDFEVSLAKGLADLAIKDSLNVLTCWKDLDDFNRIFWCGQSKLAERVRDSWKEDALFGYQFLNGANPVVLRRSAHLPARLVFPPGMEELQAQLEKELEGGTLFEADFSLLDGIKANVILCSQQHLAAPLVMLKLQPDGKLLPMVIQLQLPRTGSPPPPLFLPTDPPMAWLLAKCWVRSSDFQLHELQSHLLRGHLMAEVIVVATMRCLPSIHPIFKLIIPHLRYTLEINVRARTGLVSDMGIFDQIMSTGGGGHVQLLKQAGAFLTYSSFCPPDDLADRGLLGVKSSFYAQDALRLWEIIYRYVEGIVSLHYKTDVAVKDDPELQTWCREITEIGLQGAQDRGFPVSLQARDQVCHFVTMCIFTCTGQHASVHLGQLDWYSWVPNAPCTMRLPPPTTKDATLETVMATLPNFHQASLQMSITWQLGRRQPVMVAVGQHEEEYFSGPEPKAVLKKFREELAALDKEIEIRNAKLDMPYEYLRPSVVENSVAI
#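 Inhibition is scored from a chromogenic endpoint. After 15 min enzyme-compound contact, arachidonic acid (50 uM final) reacts 6 min with 40 nM 15hLO-1 at room temperature, then Fe-XO reagent is added for 30 min and absorbance ratio recorded.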
# HBB splicing: alters splicing of the hemoglobin beta chain; HBB splicing reporter cell assay, activation; EGFP reporter with mutant IVS2-654 intron; response scale: normalised to 500 nM splice-correcting PNA; Potency, µM (highest dose often 46.1 µM), inactives show at the top dose activation, usual class: activators; 0.06% of 65,000 active; AID 925; note: potency is the fitted concentration of half-maximal effect; 0% is about no effect
#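 Compounds were applied for 2 days to HeLa EGFP-654 cells, 500/well in Optimem with 2% FCS. The reporter's EGFP is disrupted by mis-splicing of beta-globin intron IVS2-654. Readout: summed well GFP fluorescence from 488 nm laser scanning; reference was 500 nM antisense […] 654 PNA.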
# 4-MU autofl: compounds fluorescent in 4-MU spectral region; compound autofluorescence, 340/450 nm, 4-MU equivalents; stronger effect = higher value; max dye-equivalent concentration, M; 11% of 59,000 active; in the data active = max dye-equivalent concentration above about 10 nM; inconclusive = mostly about 1.1 nM to 9.6 nM
#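 Intrinsic fluorescence at 340/450 nm (ex/em) was read after 15 min at room temperature in pH 8.0, 100 mM Tris. Each compound concentration expressed as 4-MU-equivalent concentration from a six-point 4-MU standard series on each plate.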
# Numbers without * were called inactive; i = inactive; ? = inconclusive; · = no result given; [ ] = another dose, or the depositor's remark. Unless noted, calls come from the whole dose curve; as a rule, active = well fitted curve in the direction sought with a large enough effect; inconclusive = small, poorly fitted or top-dose-only effect, or another doubt; inactive = no such curve, though single readings can be large; an effect the other way counts as inactive or inconclusive.
SMILES,Pol III holo inh,Ub-GFP proteasome,Hsp90 Hop PPI,Fluorescein autfl,Rhodamine autofl,Epigenetic mod,HADH2 inh,TexasRed autofl,ALOX15 inhib,HBB splicing,4-MU autofl
COc1ccc(C(=O)Nc2cccc(C(=O)N3CCN(C)CC3)c2)cc1,2.3%,3.6%,-3.7%,i,i,8.0%,-1.7%,i,-0.8%,1.6%,i
COc1cccc(C2C=C(c3ccc(Br)s3)Nc3ncnn32)c1OC (stereo unspecified),6.6%,-5.0%,-7.4%,1.45e-08M*,i,2.1%,-25.3%,i,-11.4%,0.8%,?
COc1ccccc1OCC(=O)Nc1ccccn1,-1.1%,-4.2%,-2.3%,i,i,?,-0.3%,?,-6.6%,0.0%,i
COc1ccccc1CNc1cc(-c2ccccc2Cl)ncn1,4.5%,-9.1%,-2.5%,i,i,5.7%[9.22 µM],4.6%,?,-1.5%,0.7%,i
O=C1C=C(N(CCO)CCO)C2(CCCCC2)O1,4.0%,-16.7%,-2.8%,·,·,0.0%,-3.5%,·,0.2%,-0.9%[9.22 µM],·
COCCCn1c(-c2ccccc2Cl)n[nH]c1=S,-3.0%,5.7%,-10.8%,?,i,3.7%,-10.8%,i,-29.4%,-0.7%,?
COc1cccc(-n2c(SCC(N)=O)nnc2-c2ccncc2)c1,-0.1%,-3.3%,-4.3%,?,i,-2.3%,-0.7%,i,0.0%,-4.9%,i
COC(=O)c1cc(=O)n(Cc2ccc3c(c2)OCO3)c(=Nc2ccccc2)s1,2.6%,3.0%,-18.5%,·,·,0.0%,5.6%,·,-1.2%,0.1%,·
C=C(C)COc1ccc(-c2ncncc2Oc2ccc(OC)cc2)c(O)c1,1.0%,-5.2%,13.4%,i,i,2.6%,-5.4%,i,-2.9%,-2.4%,i
Cc1cc2cc(OCC(=O)O)ccc2n1C,-4.5%,2.0%,-0.4%,?,i,-2.3%,2.1%,?,1.6%,-1.5%,i
CCN(CC)S(=O)(=O)c1ccccc1/C=N\O,2.4%,-3.9%,-0.1%,i,i,-1.9%,3.2%,i,-1.5%,·,1.75e-08M*
CC(C)[C@H](NC(=O)C1(c2ccccc2)CCN(C(=O)OC(C)(C)C)CC1)C(=O)O,-4.3%,5.0%,-2.5%,?,i,-2.2%,0.5%,i,11.7%,-7.8%[57.5 µM],i
Cc1nn(Cc2ccc(Cl)cc2)c(C)c1NC(=O)C1CC=CCC1C(=O)O (stereo unspecified),0.9%,11.3%,-4.1%,?,i,0.0%,16.7%,i,21.3%,5.8%,i
COc1ccc(Nc2nc(N)nc(CN3CCc4ccccc4C3)n2)cc1,-4.1%,3.5%,?,·,·,4.7%,-12.9%,·,19.7%,-0.1%,·
c1ccc2c(c1)CCN(Cc1nnnn1Cc1ccc3c(c1)OCO3)C2,41.5%,0.3%,0.3%,?,i,-1.2%,6.0%,?,-4.5%,-0.6%,i
CCC(c1nnnn1Cc1cccs1)N1CCN(c2nc3ccccc3s2)CC1 (stereo unspecified),-6.2%,-3.2%,2.4%,i,i,-1.3%,-0.5%,?,-2.5%,-0.4%[57.5 µM],?
COc1ccc(-c2oc3ncn4nc(Cc5ccccc5)nc4c3c2-c2ccc(OC)cc2)cc1,·,·,·,i,i,-4.9%[20.6 µM],·,i,·,·,6.88e-08M*
COc1ccc(CNC(=O)CSc2nnnn2-c2ccc(O)cc2)cc1,-6.6%,·,1.9%,i,i,2.6%,-2.2%,?,6.0%,-0.9%[0.369 µM],i
Cc1nc(N2CCN(C)CC2)c2sc(=S)n(-c3ccccc3)c2n1,-4.1%,-2.2%,-7.8%,·,·,·,5.2%,·,3.7%,0.8%,·
O=C(Cn1nc(-c2ccccc2)ccc1=O)NCC1COCCO1 (stereo unspecified),-4.3%,0.3%,0.2%,i,i,0.5%,-7.8%,i,1.0%,·,i
CNc1cc(-n2nc(C)cc2-c2ccccc2)ncn1,-4.5%,27.5%,-2.3%,·,·,-1.8%,10.7%,·,16.6%,-0.7%,·
COc1ccc(CNC(=O)C2CCNCC2)cc1,-1.0%,2.8%,-5.1%,i,i,1.6%,-7.6%,i,-4.5%,-1.1%,i
Fc1ccccc1OCCSc1nnnn1-c1ccccc1,-1.4%,3.6%,21.1%,i,i,-3.2%,-0.9%,i,0.5%,0.4%,i
COc1ccc(OC)c(NC(=O)C(CC(=O)O)NCc2ccco2)c1 (stereo unspecified),-6.0%,-4.1%,-1.4%,i,i,1.2%,2.0%,i,4.5%,0.2%[57.5 µM],i
N#Cc1c(SCC(N)=O)nc(-c2ccccc2)c2c1CCCC2,-8.7%,·,-1.5%,i,i,4.6%,18.3%,i,-3.4%,0.2%[0.369 µM],i
# The list continues.
SMILES,Pol III holo inh,Ub-GFP proteasome,Hsp90 Hop PPI,Fluorescein autfl,Rhodamine autofl,Epigenetic mod,HADH2 inh,TexasRed autofl,ALOX15 inhib,HBB splicing,4-MU autofl
Cc1cccc(-n2c(Cc3cc(=O)[nH]c(=O)[nH]3)nnc2SCC(=O)NCc2ccco2)c1,1.4%,12.2%,-5.1%,?,i,-3.8%,-4.7%,i,3.6%,-1.3%,i
N#Cc1cccc(-c2nc3cnc(Oc4cccc(Cl)c4)nc3n(C3CC3)c2=O)c1,-3.3%,-4.9%,-5.4%,i,i,2.7%[9.22 µM],-20.1%,i,-2.1%,-0.3%,i
Cc1[nH]c(=O)[nH]c1CN1CCCCC1,-5.5%,5.2%,1.0%,?,i,-2.4%,-7.2%,i,?,·,i
N#Cc1ccc(-c2ccco2)nc1SCC(=O)c1ccc(Cl)cc1,·,·,·,?,i,-3.7%[20.6 µM],·,i,·,·,i
Cc1ccc(-n2c(=O)cc(N3CCC(C)CC3)[nH]c2=O)cc1,-0.9%,-4.2%,-3.1%,i,i,0.2%,-12.2%,i,4.6%,4.3%,i
COCCNc1ncnc2nc[nH]c12,1.8%,10.6%,0.3%,i,i,2.0%,11.2%,i,-10.5%,0.4%,i
C=CCn1c(SCc2ccc(OC)cc2)nnc1-c1cccnc1,-3.4%,2.4%,-2.8%,i,i,-2.6%,1.7%,?,0.8%,-2.3%[0.369 µM],i
CC(=O)N1CC=C2C(C#N)=C(N)C(C#N)(C#N)C(CCc3ccccc3)C2C1 (stereo unspecified),-8.3%,3.5%,-3.4%,i,i,2.7%,60.8%[activator],?,-19.9%,·,6.92e-08M*
COc1ccc(NC(=O)Nc2ccccc2C(=O)N2CCCC2)cc1,-3.3%,-0.2%,-0.4%,?,i,0.0%,13.5%,i,-4.6%,0.4%,i
CCN(CC)S(=O)(=O)N1CCC(C(=O)NC2CCCc3ccccc32)CC1 (stereo unspecified),-2.5%,7.0%,-4.5%,i,i,2.1%,7.1%,i,1.9%,-2.8%[57.5 µM],i
Cn1c(=O)c(-c2cccs2)nc2cnc(N3CCNCC3)nc21,-9.6%,0.8%,-3.2%,?,i,5.4%[9.22 µM],6.6%,i,1.5%,-0.6%,8.67e-08M*
CC1=C(C(=O)Nc2ccc(F)cc2)C(c2ccncc2)C2=C(CCCC2=O)N1 (stereo unspecified),-5.0%,-7.5%,-3.8%,i,i,0.8%,-13.5%,i,8.6%,0.1%,2.15e-07M*
CC(=O)c1cccc(NC(=O)N2CCCC2C(=O)NCc2ccc(C)cc2)c1 (stereo unspecified),-3.7%,3.4%,2.0%,i,i,0.0%,8.4%,?,6.6%,·,i
ON=C1CCCCC1,-2.1%,·,-4.5%,·,·,·,3.8%,·,2.2%,-0.3%,·
S=C1NC=NC2N=CNC12 (stereo unspecified),-2.8%,·,-1.0%,·,·,·,?,·,?,0.3%,·
CC(C)Cn1c(-c2cccs2)nc2nc3ccccc3nc21,-15.3%,·,?,i,i,-0.5%,400.2%[activator],?,-9.9%,3.2%[0.369 µM],7.44e-06M*
CC(C)(C)NC(=O)CN(Cc1cccnc1)C(=O)c1csnn1,-2.4%,-0.2%,-25.4%,i,i,-1.3%,-8.9%,i,6.4%,2.3%,i
O=c1cc(N2CCc3ccccc3C2)[nH]c(=O)n1-c1ccc(Cl)cc1,2.6%,4.2%,5.7%,i,i,2.2%,-5.0%,i,-9.7%,1.0%,i
CCc1nnc(NC(=O)CSc2nnc(-c3ccoc3C)n2-c2ccc(C)cc2)s1,-2.0%,-2.9%,-12.9%,?,i,0.0%,0.6%,?,-4.3%,-3.9%,i

# The list is partial; rates above refer to the full screens.
